Assay outcomes: PubChem BioAssay, National Center for Advancing Translational Sciences (NCATS)
HCMV inh = inhibitors of human cytomegalovirus | HFF cells, HCMV-luciferase reporter, 72 h; active compounds read low | actives 4.5% (n = 410,000) | activity change, negative = inhibition, % at 57.5 µM | AID 1259415; in the data active = activity change below about -60%; inconclusive = no clear call, values can overlap the other calls; inactive = above about -39%
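Luciferase read-out from HCMV-luciferase-infected HFFs (MOI 1 PFU/cell) 72 h post infection at 37C; compounds added after 16 h cell attachment; activity normalized between buffer-only basal and Salinomycin (10uM) inhibitor controls.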
AmpC detergent = blocks E. coli AmpC beta-lactamase in detergent assay; P00811; AmpC hydrolysis of nitrocefin, absorbance 480 nm, 0.01% Triton; Potency, µM (highest dose often 114 µM), for inactives: at the top dose activity change, negative = inhibition, usual class: inhibitors; actives 0.041% (n = 370,000);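 note: potency is the fitted concentration of half-maximal effect; 0% = no-compound wells and -100% = no-enzyme wells; nearly all actives have a fitted effect of over 25% in size; some results filed as inactive show a strong effect at the top dose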
Target sequence (P00811 whole entry, looked up): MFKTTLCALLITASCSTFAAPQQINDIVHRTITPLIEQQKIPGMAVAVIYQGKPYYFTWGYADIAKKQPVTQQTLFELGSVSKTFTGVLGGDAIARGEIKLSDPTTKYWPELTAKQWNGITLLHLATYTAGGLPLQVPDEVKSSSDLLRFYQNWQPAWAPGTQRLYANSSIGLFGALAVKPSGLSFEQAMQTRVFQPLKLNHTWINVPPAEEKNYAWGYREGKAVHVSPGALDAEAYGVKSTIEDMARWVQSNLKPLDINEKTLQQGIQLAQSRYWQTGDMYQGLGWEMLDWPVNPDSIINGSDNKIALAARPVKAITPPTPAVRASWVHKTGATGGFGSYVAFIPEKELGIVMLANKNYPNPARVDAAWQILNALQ
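AmpC (5.3 nM in the dispensed reagent) in 20 mM phosphate pH 7.0 with 0.01% (detergent screen) or 0.0001% Triton X-100 was preincubated with compounds for 15 min at room temperature. Nitrocefin was then added from an 800 uM solution, and hydrolysis was followed at 480 nm.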
HCV inhibitor = blocks hepatitis C virus | Huh7.5.1 HCVcc-Cre infection, luciferase reporter, 44 h | Potency, µM (highest dose often 41.8 µM), for inactives: at the top dose activity change, negative = inhibition, hits mostly inhibitors | actives 3.4% (n = 340,000); note: potency is the fitted concentration of half-maximal effect
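Luciferase read-out (15 sec integration) after a 15 min room-temperature substrate step quantifies HCVcc-Cre infection. Cells, 1,000 per well, had compound added 4 h post-plating, then virus at ~0.5 moi, and were cultured 44 h.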
Sm TGR inh = S. mansoni TGR enzyme inhibition; Q962Y6; purified TGR, DTNB reduction, TNB absorbance 405 nm; Potency, µM (doses to about 114 µM), without a hit: at the top dose activity change, negative = inhibition, actives largely listed as inhibitors; actives 3% (n = 360,000); note: potency is the fitted concentration of half-maximal effect; nearly all actives have a fitted effect of over 60% in size
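First, TGR (20 nM dispensed) and NADPH were mixed with compound. Second, a 15 min room-temperature incubation followed. Third, further NADPH and then DTNB were added to start the reaction. Finally, TNB absorbance was monitored kinetically.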
FBPA Giardia inh = Giardia lamblia aldolase inhibition; A8B2U2; purified Giardia FBPA; Potency, µM (series often up to 59.6 µM), without a hit: top-dose activity, negative = inhibition, actives largely listed as inhibitors; actives 0.71% (n = 290,000); AID 2451; note: potency is the fitted concentration of half-maximal effect; nearly all actives have a fitted effect of over 55% in size
Target sequence (A8B2U2 whole entry, looked up): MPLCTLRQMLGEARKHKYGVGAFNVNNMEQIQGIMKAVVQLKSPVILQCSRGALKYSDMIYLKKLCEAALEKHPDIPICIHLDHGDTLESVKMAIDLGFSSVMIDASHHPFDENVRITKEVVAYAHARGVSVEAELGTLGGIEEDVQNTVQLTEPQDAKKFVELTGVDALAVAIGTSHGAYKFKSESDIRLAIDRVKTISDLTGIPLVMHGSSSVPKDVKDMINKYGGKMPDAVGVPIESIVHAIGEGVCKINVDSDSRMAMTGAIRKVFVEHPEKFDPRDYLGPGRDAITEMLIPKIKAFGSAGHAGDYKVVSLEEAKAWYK
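40 nM FBPA preincubated 10 min at RT with compound (up to 57.5 uM final), then substrate plus GAPDH/TPI/NAD/arsenate coupling and diaphorase/resazurin added. Fluorescence read after 20 min at RT, 525/598 nm.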
AmpC no deterg = inhibitors of E. coli AmpC beta-lactamase without detergent; P00811; AmpC nitrocefin hydrolysis, absorbance 480 nm, 0.0001% Triton; Potency, µM (top dose mostly 57.1 µM), inactives show top-dose activity change, negative = inhibition, hits mostly inhibitors; actives 0.52% (n = 330,000); AID 485341;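 note: potency is the fitted concentration of half-maximal effect; plate controls were no compound for no effect and no enzyme for full effect; nearly all actives have a fitted effect of over 20% in size; some results filed as inactive show a strong effect at the top dose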
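AmpC (5.3 nM in the dispensed reagent) in 20 mM phosphate pH 7.0 with 0.01% (detergent screen) or 0.0001% Triton X-100 was preincubated with compounds for 15 min at room temperature. Nitrocefin was then added from an 800 uM solution, and hydrolysis was followed at 480 nm.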
* marks the source's active call; other numbers are inactive results; ? = inconclusive; . = not tested or not shown; & = joins results of further samples; [ ] = remark or other dose. Unless noted, calls come from the whole dose curve; as a rule, active = well fitted curve in the direction sought with a large enough effect; inconclusive = small, poorly fitted or top-dose-only effect, or another doubt; inactive = no such curve, though single readings can be large; an effect the other way counts as inactive or inconclusive. Unless noted, % is set by controls: 0 for no effect and ±100 for the full control effect. Rows were taken by chance (roughly 9.9% active in at least one column).

SMILES | HCMV inh | AmpC detergent | HCV inhibitor | Sm TGR inh | FBPA Giardia inh | AmpC no deterg
O=C(CSc1nnc(NC(=O)c2c(F)cccc2Cl)s1)Nc1ccccc1F | 1 | 5% | 2% | 6% | . | -28%
CCC(=O)Nc1ccc(NC(=S)NC(=O)c2oc3ccccc3c2C)cc1 | ? | -5% | 7% | 1% | -3% | -22%
CCc1ccccc1NC(=O)Cn1c(=O)ccc2cc(S(=O)(=O)N3CCCC3)ccc21 | -2 | 6% | . | 6% | . | .
CCN(CC)c1ccc(-c2nnc(SCC(=O)N(CCOC)c3c(N)n(CC(C)C)c(=O)[nH]c3=O)o2)cc1 | -20 | -1% | -18% | -5% | . | 259%[activator]
CCC1CCCCN1Cc1nc2c(c(=O)n(C)c(=O)n2C)n1CCCc1ccccc1 (configuration not stated) | -7 | -14% | 6% | -15% | 4% | 10%
CN1CCN(c2ccccc2NC(=O)c2cc3ccccc3o2)CC1 | 108 | -16% | -16% | -22% | 0% | 17%
O=C(Cn1c(=O)n(-c2ccc(F)cc2)c(=O)c2sccc21)Nc1cccc(C(F)(F)F)c1 | -6 | 1% | . | -5% | . | .
COc1cc(C(=O)N2CCN(c3ccccc3Cl)CC2)ccc1OCC(=O)N1CCOCC1 | 36 | ? | -10% | 1% | . | 188%[activator]
COc1ccccc1OS(=O)(=O)c1ccc(NC(C)=O)cc1 | -24 | -5% | -5% | -2% | -5% | -15%
COc1cc(OC)cc(C(C(=O)NCc2ccccc2)N(Cc2ccco2)C(=O)c2ccno2)c1 (configuration not stated) | . | -9% | 11% | -3% | 1% | -3%
CCOc1c(C)cc(-c2ncccc2O)cc1C | -7&33 | -8%&-5% | ? | 2%&13% | -7%&-14% | -30%&9%
Cc1ccc2oc(-c3cccc(NC(=O)c4cc(-n5cnnc5)ccc4Cl)c3)nc2c1 | -27 | 4% | ? | 0% | 2% | 2%

Quoted at random: 2 records from the list, in no set order.
SMILES | HCMV inh | AmpC detergent | HCV inhibitor | Sm TGR inh | FBPA Giardia inh | AmpC no deterg
COc1cc(C(=O)N2CCN(c3ccccc3Cl)CC2)ccc1OCC(=O)N1CCOCC1 | 36 | ? | -10% | 1% | . | 188%[activator]
CCC1CCCCN1Cc1nc2c(c(=O)n(C)c(=O)n2C)n1CCCc1ccccc1 (configuration not stated) | -7 | -14% | 6% | -15% | 4% | 10%

(more compounds)
SMILES | HCMV inh | AmpC detergent | HCV inhibitor | Sm TGR inh | FBPA Giardia inh | AmpC no deterg
Cc1cc(NC(=O)NC2CC(=O)N(c3ccc4c(c3)OCCO4)C2)no1 (configuration not stated) | -14 | 0% | 0% | -1% | 10% | -4%
O=C(NC(=S)Nc1ccccc1N1CCOCC1)c1ccc(Br)cc1 | -66* | 3% | ? | -40% | -2% | -29%
Cc1ccc(S(=O)(=O)c2c(Nc3ccccc3)sc(C(=O)c3ccc4c(c3)OCO4)c2N)cc1 | 8 | 29% | . | -8% | . | .
COc1cc(NC(=O)CCNC(=O)Cn2cnc3sc4c(c3c2=O)CCCC4)cc(OC)c1OC | 14 | -12% | -9% | -10% | -9% | 0%
O=C(CSc1ncnc2ccccc12)NCc1ccco1 | -3 | ? | 5% | -20% | 1% | -11%
CC(C)=CCC/C(C)=C/CNC(=O)C[C@H]1C[C@H](C(=O)N2CCOCC2)[C@@]2(C)c3[nH]c4ccc(Cl)cc4c3CCN2C1=O | -86* | . | 8% | . | . | -4%
O=c1oc2c(CN3CCCCC3)c(O)ccc2cc1-c1nc2ccccc2[nH]1 | 29 | 2% | 11%&7% | -2% | -15% | -21%
Cc1ccc(S(=O)(=O)Nc2cccc(-c3ccc4nncn4n3)c2)cc1 | -17 | -1% | ? | -9% | . | 4%
O=C(NCc1ccco1)c1ccc(C(=O)NCc2ccco2)s1 | 0 | -7% | 1% | ? | 2% | -10%
COCc1[nH]nc2c1C(c1ccc(OC)cc1)C(C#N)=C(N)O2 (configuration not stated) | -14 | 1% | 4% | 2% | -3% | -10%
O=C(CSc1ccccc1)Nc1ccc(S(=O)(=O)NCC2CCCO2)cc1 (configuration not stated) | 19 | -13% | -20% | ? | 6% | -53%
Nc1ccc(OCc2ccco2)cc1 | -12 | -13% | 7% | 1% | -5% | 56%

Full records as entered above. Values in the order: HCMV inh | AmpC detergent | HCV inhibitor | Sm TGR inh | FBPA Giardia inh | AmpC no deterg
`COc1cc(NC(=O)CCNC(=O)Cn2cnc3sc4c(c3c2=O)CCCC4)cc(OC)c1OC` is listed as 14 | -12% | -9% | -10% | -9% | 0%
`COCc1[nH]nc2c1C(c1ccc(OC)cc1)C(C#N)=C(N)O2` (configuration not stated) is listed as -14 | 1% | 4% | 2% | -3% | -10%

Next compounds:
SMILES | HCMV inh | AmpC detergent | HCV inhibitor | Sm TGR inh | FBPA Giardia inh | AmpC no deterg
COc1cc(C2c3c(-c4ccccc4O)n[nH]c3C(=O)N2Cc2ccncc2)cc(OC)c1OC (configuration not stated) | -32 | 1% | . | -5% | . | .
Cc1occc1C(=O)Nc1ccc(S(=O)(=O)N2CCCC2)cc1 | -6 | -5% | ? | -8% | 0% | -30%
CCNS(=O)(=O)c1ccc(CCC(=O)N2CCN(c3ccccc3)CC2)cc1 | -16 | 4% | -7% | 9% | 9% | 1%
COc1cc(/C=C/C(=O)Nc2cc(S(=O)(=O)N3CCOCC3)ccc2N2CCCC2)cc(OC)c1OC | 10 | -18% | ? | 3% | -10% | -6%
Cc1ccc(S(=O)(=O)NCc2ccccc2)cc1C(=O)NC1CCC(C)CC1 (configuration not stated) | -9 | ? | -21% | -11% | . | -13%
CC(C)=CCN1CCN(CCCc2ccccc2)CC1CCO (configuration not stated) | 8 | -15% | 0% | -22% | 0% | 2%
Cc1ccn2cc(CCNC(=O)c3ccc(Br)o3)nc2c1 | -14 | ? | -30% | -7% | -12% | 3%
Cc1ccc2onc(CC(=O)N3CCN(c4ccccc4)CC3)c2c1 | 1 | -5% | . | 1% | . | .
O=C(O)c1cc(=O)c2ccccc2[nH]1 | 61 | -1% | 20% | 7% | -12%&-2%&-20%&-15%&-30% | -12%
N#Cc1ncn(-c2ccc(Oc3ccccc3)cc2)c1N | -36 | -7% | -5% | 6% | 0% | -8%[2.29 µM]
O=[N+]([O-])c1ccc(OCCCCCN2CCOCC2)cc1 | 12 | ? | -16% | -3% | -28% | -7%
O=C(O)c1nc(NCCc2ccccc2)ncc1Cl | -18 | -13% | 11% | 3% | -16% | -18%

Next part; the last four above are carried over.
SMILES | HCMV inh | AmpC detergent | HCV inhibitor | Sm TGR inh | FBPA Giardia inh | AmpC no deterg
O=C(O)c1cc(=O)c2ccccc2[nH]1 | 61 | -1% | 20% | 7% | -12%&-2%&-20%&-15%&-30% | -12%
N#Cc1ncn(-c2ccc(Oc3ccccc3)cc2)c1N | -36 | -7% | -5% | 6% | 0% | -8%[2.29 µM]
O=[N+]([O-])c1ccc(OCCCCCN2CCOCC2)cc1 | 12 | ? | -16% | -3% | -28% | -7%
O=C(O)c1nc(NCCc2ccccc2)ncc1Cl | -18 | -13% | 11% | 3% | -16% | -18%
CCNC(=S)NC(=NCc1cccnc1)Nc1nc(C)cc(C)n1 | -11 | -15% | -9% | 17% | -4% | 12%
COc1ccccc1C(CNC(=O)C(CCSC)NS(=O)(=O)c1ccccc1F)N1CCCC1 (configuration not stated) | -12 | 0% | 0% | -1% | . | -16%
CNC(=O)c1ccc(S(=O)(=O)c2ccc(Cl)cc2)c(NC(C)=O)c1 | -11 | 1% | -3% | -18% | -4% | -11%
Cc1cnc(=O)[nH]c1SCC(=O)Nc1cc(C(F)(F)F)ccc1Cl | -2 | -7% | . | -2% | . | .
O=C(Nc1ncc2c(n1)-c1ccccc1OC2)c1ccccc1Cl | -28 | -7% | -29% | 10% | -27% | ?
S=C(c1c[nH]c2ccccc12)N1CCCC1 | 52 | 5% | 17% | -5% | -6% | -14%
Cc1ccc([N+](=O)[O-])cc1N=C(c1cccc([N+](=O)[O-])c1)N1CCOCC1 | 27 | -1% | 0% | -18% | 2% | 19%
COc1cccc(CN(C)S(=O)(=O)c2ccccc2Br)c1 | 1 | . | ? | . | . | -14%
Cc1cccc(-c2nc(SCC(=O)Nc3ccc4c(c3)OCCO4)c(-c3ccccc3)[nH]2)c1 | -31 | 10% | . | -3% | . | .
COc1ccccc1N1CCN(C(=O)C(C)NC(=O)c2ccco2)CC1 (configuration not stated) | -4 | 4% | -10% | 8% | . | -4%
CSc1nc(NCc2ccccc2)c2c3c(sc2n1)CN(C)CC3 | 20 | -2% | -29% | -2% | -21% | 94%[activator]
O=C1CC2CS(=O)(=O)CC2N1c1ccc(Oc2ccccc2)cc1 (configuration not stated) | 72 | -10% | 15% | 6% | 5% | -2%

The final 3 entries of the part above open the next one:
SMILES | HCMV inh | AmpC detergent | HCV inhibitor | Sm TGR inh | FBPA Giardia inh | AmpC no deterg
COc1ccccc1N1CCN(C(=O)C(C)NC(=O)c2ccco2)CC1 (configuration not stated) | -4 | 4% | -10% | 8% | . | -4%
CSc1nc(NCc2ccccc2)c2c3c(sc2n1)CN(C)CC3 | 20 | -2% | -29% | -2% | -21% | 94%[activator]
O=C1CC2CS(=O)(=O)CC2N1c1ccc(Oc2ccccc2)cc1 (configuration not stated) | 72 | -10% | 15% | 6% | 5% | -2%
Cc1ccccc1-n1c(=O)[nH]c(=O)c2c(N)c(C(=O)c3ccc(Cl)cc3)sc21 | 18 | -17% | 1% | -6% | 0% | -29%
CC1CN(c2ccc(NC(=O)c3ccco3)cc2C(=O)O)CC(C)O1 (configuration not stated) | 13 | 2% | 6% | 7% | 4% | -10%
COc1ccc(NC(=O)CNC(=O)Cn2c(C)cc3ccccc3c2=O)cc1OC | ? | -2%&2% | ? | -6%&2% | 0% | -17%
CCC(C)C(NC(=O)C(CC(C)C)NC(=O)C(CO)NC(=O)C1CCC(=O)N1)C(=O)OC (configuration not stated) | -16 | -1% | 23% | . | 6% | -9%
COC(=O)C1=C(C)NC(=O)/C1=C\c1ccc2c(c1)OCO2 | -33 | ? | 4% | 35µM* | 4% | -12%
CCNC(=S)N/N=C/c1ccco1 | 0 | ? | 0% | ? | ? | -11%
Cc1cc(C(C)(C)C)cc(C)c1Cn1c2[n+](c3ccc(C(F)(F)F)cc31)CCCCC2 | -95* | 2% | 7.1µM* | -2% | 1% | 132%[activator]
O=C(NCc1ccc(Cl)cc1)C1CCCN(S(=O)(=O)c2cnc[nH]2)C1 (configuration not stated) | -14 | 7% | 8% | -4% | 1% | -16%
O=C(O)c1ccccc1N=Nc1c(O)[nH]c(=O)[nH]c1=O | 0 | 5% | 6% | -2% | ? | -14%
COc1ccc(N(CC(=O)N/N=C/c2ccc3c(c2)OCO3)S(=O)(=O)c2ccccc2)cc1 | . | 1% | . | 6% | -10% | -10%
CC(=O)NS(=O)(=O)c1ccc(NC(=O)COc2cccc3c2OC(C)(C)C3)cc1 | -14 | ? | 7% | 6% | . | 1%
COc1cc2c(cc1OC)CN(C(=O)/C=C/c1ccc([N+](=O)[O-])cc1)CC2 | -4 | -6% | -24% | -17% | -13% | 34%
